hgDAF12 agonist: agonists of H. glycines DAF-12 nuclear receptor; HEK293 GAL4-hgDAF12 UAS-luciferase reporter, agonist luminescence; normalized to butyrate control; activation, % at 6.8 µM; hit rate 1.8% among 370,000;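 active = activation above a cutoff set at the mean of all screened compounds plus 3 SD, cut at about 10% in these data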;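 note: 0% = DMSO wells and 100% = sodium butyrate wells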
FXN GAA850 act: increases GAA850 frataxin promoter reporter activity. HEK293 lucGAA850 FXN promoter luciferase reporter, 24 h; percent of 10 µM SAHA response. activation, % at 6 µM. hit rate 0.56% among 360,000;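 active = activation above the average of all compounds screened plus 3 SD, cutoff fixed separately per campaign, cut at about 7.5% in these data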;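 note: 0% = DMSO wells and 100% = 10 µM SAHA wells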
hcDAF12 agonist: activates DAF-12 receptor from parasite H. contortus | activation, % at 6.8 µM | HEK293 hcDAF-12 lit1-tk-luc reporter, luminescence; 0% DMSO, 100% Δ7-dafachronic acid | AID 652067 | hit rate 1.4% among 370,000;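 active = activation above the mean of all tested compounds plus 3 SD, cut at about 5.5% in these data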;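 note: 100% = response to 3 µM Δ7-dafachronic acid high control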
sPLA2-III inh: Inhibits HGIII-sPLA2 liposome hydrolysis, primary screen; QFRET BODIPY PC-A2 liposome hydrolysis, fluorescence; AID 743126; hit rate 0.56% among 370,000; inhibition, % at 12.2 µM; Q9NZ20;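 active = inhibition above mean plus 3 SD of compounds lying within the high and low control bounds, cut at about 19% in these data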;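 note: 0% = median of test compound wells and 100% = no enzyme DMSO wells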
Target sequence (Q9NZ20 whole entry, looked up): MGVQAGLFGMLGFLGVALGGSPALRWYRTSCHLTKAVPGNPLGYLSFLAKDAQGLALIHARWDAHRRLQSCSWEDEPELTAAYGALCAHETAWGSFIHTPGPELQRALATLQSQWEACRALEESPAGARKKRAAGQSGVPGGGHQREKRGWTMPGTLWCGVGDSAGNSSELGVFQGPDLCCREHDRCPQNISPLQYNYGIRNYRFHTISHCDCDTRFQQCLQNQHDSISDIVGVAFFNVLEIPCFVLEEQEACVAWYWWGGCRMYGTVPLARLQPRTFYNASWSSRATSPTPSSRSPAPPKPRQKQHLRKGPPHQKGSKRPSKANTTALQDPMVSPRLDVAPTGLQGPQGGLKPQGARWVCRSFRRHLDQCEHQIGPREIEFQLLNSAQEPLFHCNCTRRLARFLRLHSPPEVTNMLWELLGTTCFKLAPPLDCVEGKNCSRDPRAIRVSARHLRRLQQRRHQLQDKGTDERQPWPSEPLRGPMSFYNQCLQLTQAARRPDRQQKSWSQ
DAX1 inh-1: NR0B1 (DAX1) inhibition; inhibition, % at 6.75 µM; AID 504766; hit rate 0.99% among 340,000; HEK293 Gal4-DAX1 luciferase reporter, luminescence;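 active = inhibition above the mean over all tested compounds plus 3 SD, cut at about 4.2% in these data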;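 note: 0% = DAX1-transfected cells with DMSO and 100% = empty-vector control cells with DMSO; inhibition shows as a rise in luminescence from relieved DAX1 repression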
Target sequence (P51843 207-470 limits assumed): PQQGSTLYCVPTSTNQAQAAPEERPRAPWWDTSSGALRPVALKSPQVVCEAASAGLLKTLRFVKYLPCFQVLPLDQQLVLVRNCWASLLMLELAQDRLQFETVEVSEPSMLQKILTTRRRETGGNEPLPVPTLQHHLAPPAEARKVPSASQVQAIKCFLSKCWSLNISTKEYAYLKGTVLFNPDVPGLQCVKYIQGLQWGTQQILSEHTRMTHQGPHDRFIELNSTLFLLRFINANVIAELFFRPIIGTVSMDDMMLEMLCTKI
KLK7 zymogen act: activators of human kallikrein-7 zymogen; activation, % at 7 µM; hit rate 0.9% among 370,000; P49862; purified proKLK7, EDANS-DABCYL substrate fluorescence; 100% is mature enzyme control, 0% vehicle; AID 652039;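 active = activation above the mean of all tested compounds plus 3 SD, computed per campaign excluding outliers beyond control limits, cut at about 13% in these data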
Target sequence (P49862 whole entry, looked up): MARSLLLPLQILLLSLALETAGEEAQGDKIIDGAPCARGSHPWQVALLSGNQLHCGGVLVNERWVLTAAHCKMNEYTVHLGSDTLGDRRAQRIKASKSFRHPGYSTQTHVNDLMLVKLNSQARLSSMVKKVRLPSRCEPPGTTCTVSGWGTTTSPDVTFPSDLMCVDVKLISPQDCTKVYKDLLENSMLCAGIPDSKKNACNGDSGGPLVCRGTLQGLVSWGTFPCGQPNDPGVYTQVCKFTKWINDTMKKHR
DAX1 inh-2: DAX1 (NR0B1) inhibition, primary screen; HEK293T StAR-luciferase reporter, SF-1/DAX-1 repression relief; inhibition, % at 6.8 µM; hit rate 1.1% among 370,000; AID 652010;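 active = inhibition above the mean over all tested compounds plus 3 SD, cut at about 3.6% in these data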;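 note: 0% = DAX-1 cells with DMSO and 100% = cells lacking DAX-1 with DMSO; higher inhibition means more luminescence from relief of DAX-1 repression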
NPR2 activator: GC-B (human) receptor activation. HEK293-GC-B cells, CNP EC30, cGMP TR-FRET; 0% at EC30 CNP, 100% saturating CNP. activation, % at 10 µM. hit rate 0.11% among 370,000;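 active = activation at 10 µM reaching about 35% in either raw or pattern-adjusted values, limit read from the data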
SMARCA2 activ: activators of SMARCA2 function. AID 652017. activation, % at 9.1 µM. hit rate 1% among 370,000. MG213 cells, MMTV-luciferase reporter, dexamethasone, overnight; in the data active = activation above about 7.8%;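 note: 0% = vehicle wells and 100% = reference activator wells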
NPR1 activator: GC-A (human) enzyme activation; AID 1671463; HEK293 GC-A cells, cGMP TR-FRET, EC30 ANP; 0% at EC30 ANP, 100% saturating ANP; activation, % at 10 µM; P16066; hit rate 0.14% among 370,000; in the data active = activation above about 40%
ssDAF12 agonist: activators of S. stercoralis DAF-12 nuclear receptor. HEK293 ssDAF-12/GRIP1 lit1-tk-luc reporter, luminescence; % of 3 µM dafachronic acid response. activation, % at 6.8 µM. hit rate 1% among 370,000. AID 652126;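 active = activation above the mean over all tested compounds plus 3 SD, cut at about 0.9% in these data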;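 note: 0% = DMSO-only wells and 100% = 3 µM delta7-dafachronic acid wells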
The depositor's hits bear a star; . = not tested or not shown; & = joins results of further samples.

SMILES	hgDAF12 agonist	FXN GAA850 act	hcDAF12 agonist	sPLA2-III inh	DAX1 inh-1	KLK7 zymogen act	DAX1 inh-2	NPR2 activator	SMARCA2 activ	NPR1 activator	ssDAF12 agonist
CCN1/C(=N\N)c2cccc3cccc1c23	-0.3	1.3	1.3	-1	-0.8	-2.3	0.3	-2	-3	-14	-1.0
O=C(OCc1c(Cl)cccc1Cl)c1cccnc1Cl	1.7	2.2	0.6	-1	-1.3	0.2	-0.1	4	-2	1	-1.4
Cc1noc(C)c1NC(=O)N(C)C[C@H]1Oc2c(NS(=O)(=O)c3cccs3)cccc2C(=O)N([C@H](C)CO)C[C@@H]1C	-0.6	-0.4	-0.6	0	1.6	-0.1	-0.5	3	-1	1	-1.3
COc1ccc(NC(=O)C2CSC(C)(C)N2C=O)cc1 (stereo not given)	-2.2	2.6	1.0	5	-1.2	0.3	-0.3	3	-1	-1	0.1
CC(O)C(NS(=O)(=O)c1ccc(Cl)cc1)C(=O)OCC(=O)Nc1cccnc1Cl (stereo not given)	2.0	-1.4	-3.7	-4	-0.7	-0.3	0.3	5	-2	0	-0.7
O=C(COc1ccc(Cl)cc1)NC(=S)Nc1ccccc1N1CCOCC1	0.3	0.7	-1.3	3	-0.5	-0.1	0.1	17	3	13	-1.0
Cc1cc(C)c2c(=O)cc(C(=O)NCc3ccccc3)oc2c1	-1.3	-0.5	-0.7	2	0.6	0.3	0.0	2	-2	-4	-1.2
CC1(C(=O)N2CCC(Oc3cccnc3)CC2)CC1	4.0	.	0.1	3	.	0.3	-0.2	-4	-1	2	-1.0
C=CCNC(=S)NNC(=O)COc1ccc(Br)cc1	-2.5	2.8	-3.0	10	-1.3	-0.3	-0.4	3	-2	4	-1.6
Cn1c(=O)oc2cc(S(=O)(=O)N3CCC(C(=O)NCc4ccc(F)cc4)CC3)ccc21	-0.5	11*	-1.2	0	1.9	0.0	-0.1	1	1	-2	-1.2
CCn1c(CSc2nnc(-c3ccncc3)n2CCOC)nc2cc(C(=O)O)ccc21	-1.5	1.2	-0.4	1	0.2	-0.5	-0.9	1	1	1	-0.8
O=C(CCNS(=O)(=O)c1ccccc1Cl)N1CCN(c2ccccn2)CC1	2.6	-1.5	-2.0	-7	1.2	0.1	0.5	-4	1	-4	-1.3
CCC(C)[C@H]1CNC(=O)C(=O)N1CC1CCCCC1 (stereo not given in full)	-1.8	.	3.2	3	.	-0.5	0.1	-1	-6	-8	0.2
Cc1nnc(-c2ccccc2)c(=O)n1/N=C/c1c(O)ccc2ccccc12	-9.7	-6.7	-3.8	-41	-4.1	0.2	-2.8	-20	1	5	-1.4
COc1ccc(-c2nc3c(s2)CN(S(C)(=O)=O)CC3)cc1OC	1.4	3.4	0.7	18	2.1	2.6	-0.2	0	6	7	-0.9
COc1ccc2oc(C(=O)OCC(=O)N3CCCC(C)C3)c(C)c2c1 (stereo not given)	1.2	2.7	-0.9	11	-1.2	-3.8	1.5	4	2	4	-1.3
CC(=O)O/N=C(/c1nonc1N)N1CCN(c2ccc([N+](=O)[O-])cc2Cl)CC1	-1.1	0.7	-1.5	1	0.4	0.6	0.1	4	-3	-5	-1.6
Cc1n[nH]c(=O)nc1N/N=C/c1ccco1	4.3	5.1	0.6	1	0.1	0.2	0.0	-3	-1	4	-0.6
Cc1cc(OCC(=O)NCC(O)c2ccccc2)c2c(C)cc(=O)oc2c1 (stereo not given)	-0.1	2.5	0.7	6	0.1	2.1	0.4	-4	-1	-5	-1.4
CCOC(=O)CC(=O)NC(C)(C)CCCCC(C)(C)NC(=O)CC(=O)OCC	-0.8	-1.5	-2.2	-16	-1.5	-0.6	0.3	1	-1	0	-1.1
COc1ccc(/C=N/c2nc3ccccc3n2CCN2CCCCC2)cc1OC	-1.0	0.7	-1.2	3	0.1	-0.1	1.2	-4	-3	0	-1.2
C(=N\Nc1ncnc2ccccc12)/c1ccccc1	15*	3.7	8.4*	0	0.0	0.8	2.8	2	9.2*	-9	1.3*
C=CCn1c(COc2ccccc2)nnc1SCC(=O)O	-1.1	0.4	0.2	-2	0.8	0.3	-0.5	1	0	-1	-0.2
CC(=O)Nc1ccc(S(=O)(=O)NCC(=O)OCC(=O)NNC(=O)c2ccccc2)cc1	-2.5	0.0	1.0	-7	1.6	-0.1	0.7	-4	-3	-4	-1.0
O=C(NNC(=O)c1ccc(Cl)cc1Cl)c1cnccn1	2.2	0.2	1.1	2	0.7	-0.4	0.2	-10	-2	4	-0.7
(next part)
SMILES	hgDAF12 agonist	FXN GAA850 act	hcDAF12 agonist	sPLA2-III inh	DAX1 inh-1	KLK7 zymogen act	DAX1 inh-2	NPR2 activator	SMARCA2 activ	NPR1 activator	ssDAF12 agonist
C/C(=N\NC(=O)CSCc1ccc(Cl)cc1)c1ccc2c(c1)OCCO2	2.6	0.7	-1.5	-3	-0.6	-0.4	-0.5	-3	-3	-2	-1.4
Cn1ccnc1C(O)c1cc(C(C)(C)C)c(O)c(C(C)(C)C)c1 (stereo not given)	-1.4	1.5	-1.6	-1	-0.5	-1.2	0.6	-2	-1	-6	-1.7
O=C(COC(=O)C1CCN(c2ccc(C(F)(F)F)cn2)CC1)c1ccc(Cl)cc1	-0.2	3.4	-1.2	-10	-0.3	-0.2	0.1	2	0	0	-0.2
Cc1nn(C(=O)c2ccoc2C)c(N)c1-c1ccccc1	13*	1.6	12*	13	1.2	-1.2	3.8*	8	1	1	0.0
CC(=O)Nc1ccc([N+](=O)[O-])cn1	-0.8	-1.3	-0.4	16	-1.5	-0.7	-0.8	6	1	0	-0.9
Cc1cc(NC(=O)c2cc([N+](=O)[O-])cc([N+](=O)[O-])c2)n(-c2ccccc2)n1	-0.1	-0.8	-0.9	0	1.4	0.5	0.4	2	-3	-4	-1.7
O=C(O)CNC(=O)c1cccc(C(F)(F)F)c1	2.3	1.8	0.7	5	-1.4	0.4	-0.1	-1	-3	2	-1.3
COc1ccc(C(=O)NCC(c2cccnc2)N2CCN(c3ccccc3)CC2)cc1OC (stereo not given)	1.0	1.6	-1.0	4	0.0	0.0	-0.8	1	-3	2	0.1
CCCC1Cc2[nH]c(=O)c(C#N)cc2CO1 (stereo not given)	-1.2	-1.0	-1.2	3	0.6	7.8	1.0	-2	-4	3	-1.0
CCOC(=O)N1CCN(C(=O)c2ccccc2N(Cc2ccccc2)S(=O)(=O)c2ccc(OC)cc2)CC1	4.1	-4.3	-0.4	-11	-4.8	0.5	-1.9	-9	1	-2	-2.2
CCCC(=O)OC[C@H]1CN(C2CCCC2)S(=O)(=O)c2c(Oc3ccc(F)cc3)cccc2O1	-1.5	.	-1.7	-10	.	0.1	0.4	0	2	-6	-1.2
COc1ccc(CCNC(=O)c2c(C)nn(-c3ccccc3)c2Cl)cc1	-3.1	0.4	-1.8	1	-0.2	-0.8	-0.1	-7	-1	3	-1.3
CC1(C(=O)Nc2cccc3cccnc23)CCN1Cc1cccc2c1OCO2 (stereo not given)	-2.7	4.0	0.2	1	.	-0.1	0.5	3	-2	-4	-2.2
O=C(CCN1CCN(c2ccccc2)CC1)N/N=C/c1ccccc1O	-1.0	-3.8	0.6	-5	-1.9	-71	-2.2	1	6	-1	-1.4
C[C@]12CCC(=O)C[C@@H]1CC[C@@H]1[C@@H]2CC[C@]2(C)[C@@H](C(=O)COC(=O)CCC(=O)O)CC[C@@H]12	2.5&0.6	2.3&4.1	-1.3&-1.1	0&-5	0.7&2.1	-0.1&-0.4	0.0&0.2	-6&1	-3&-1	-1&3	-1.0&-0.9
Oc1ccc(Cl)cc1C=Nc1ccc(Br)cc1	-2.9	-0.1	1.3	1	-0.6	-0.6	0.6	-1	-1	2	-1.0
O=c1ccn([C@@H]2O[C@H](CNS(=O)(=O)C3CC3)[C@@H](O)[C@H]2O)c(=O)[nH]1	3.5	-0.1	-0.9	2	2.3	0.3	1.1	1	1	2	-1.2
CC(C)C1C(=O)N(Cc2cn(CC3CCCCC3)nn2)CCS(=O)(=O)N1Cc1ccc(-c2ccc(Cl)cc2)cc1 (stereo not given)	-3.9	-1.1	-0.5	-5	-1.2	0.1	-0.6	0	-3	2	-1.3
O=C(CCCN1C(=O)C(c2ccccc2)Oc2cccnc21)Nc1ccccc1Cl (stereo not given)	-3.7	2.0	-2.4	-5	0.2	-0.2	1.7	-3	-3	-1	-1.4
O=C(NCC(=O)N1CCN(c2ccccc2)CC1)c1ccco1	0.9	2.3	4.0	12	0.9	0.4	-0.8	0	0	-2	-0.6
COc1ccc(S(=O)(=O)c2cnc3ccccc3n2)cc1	2.6	-0.7	1.0	0	0.7	0.6	-0.6	4	1	4	-1.5
CCSc1nnc(CCNC(=O)OC(C)(C)C)o1	-1.5	0.5	-1.1	2	-1.5	-0.7	-0.7	5	9.5*	3	-1.2
Cc1cc(-c2n[nH]c(=S)o2)c(C)n1-c1ccccc1	7.0	.	4.6	9	.	0.4	4.0*	2	7	-2	0.3
CCN(CC)C(=O)CN1C(=O)C2(OCC(C)(C)CO2)c2ccccc21	1.0	-0.6	-0.9	3	0.8	0.5	1.2	0	5	1	-0.3
CC1=C(C(N)=O)C(c2ccc(C)o2)C(C(N)=O)=C(C)N1	-0.5	-1.7	-1.3	0	3.0	-0.1	0.1	2	3	0	-0.6
Further records follow:
SMILES	hgDAF12 agonist	FXN GAA850 act	hcDAF12 agonist	sPLA2-III inh	DAX1 inh-1	KLK7 zymogen act	DAX1 inh-2	NPR2 activator	SMARCA2 activ	NPR1 activator	ssDAF12 agonist
CCN(c1ccccc1)S(=O)(=O)c1cc(C(=O)Nc2ccc(F)c(F)c2)ccc1F	-9.5	-1.5	-6.0	-28	-2.9	0.0	-2.9	-2	-7	2	-2.5
O=C(O)C[C@H]1c2cc(F)ccc2S(=O)(=O)N1C1CCCC1	-1.1	0.1	-1.4	11	-0.1	-0.6	0.0	1	0	-3	-0.8
COc1cc(/C=C2\C(=O)ON=C2c2ccccc2)cc(Br)c1O	-0.8	1.0	-0.4	1	1.7	0.3	-0.2	5	-1	15	-0.7
Cc1ccc(C)c(NC(=O)COC(=O)CNC(=O)c2ccccc2Cl)c1	0.4	-0.5	-0.5	-2	1.1	-0.2	-0.5	2	-1	3	-1.5
Cc1ccc(C(C)NC(=O)Cc2cccs2)cc1C (stereo not given)	2.1	-1.4	0.5	7	0.5	0.0	-0.3	-1	-2	-3	-0.4
CCOC(=O)CSc1ncnc2c1sc1nc(N3CCOCC3)c3c(c12)CCCC3	1.5	-1.5	0.7	-2	2.7	0.4	0.0	36*	-1	30	-1.2
Cn1nnnc1SCCNCc1ccccc1OCc1ccc(Cl)cc1	-3.5	-4.1	-3.2	-1	-0.2	0.1	-0.5	-10	-2	-18	-1.2
COCCCNC(=O)/C=C/c1ccc(Cl)cc1	3.0	1.6	-0.8	-1	-0.9	-0.3	0.2	-6	12*	4	-1.5

Of the compounds above, these contain a tert-butyl group:
SMILES	hgDAF12 agonist	FXN GAA850 act	hcDAF12 agonist	sPLA2-III inh	DAX1 inh-1	KLK7 zymogen act	DAX1 inh-2	NPR2 activator	SMARCA2 activ	NPR1 activator	ssDAF12 agonist
Cn1ccnc1C(O)c1cc(C(C)(C)C)c(O)c(C(C)(C)C)c1 (stereo not given)	-1.4	1.5	-1.6	-1	-0.5	-1.2	0.6	-2	-1	-6	-1.7
CCSc1nnc(CCNC(=O)OC(C)(C)C)o1	-1.5	0.5	-1.1	2	-1.5	-0.7	-0.7	5	9.5*	3	-1.2
